# Compound activity as filed in PubChem BioAssay.
# LYP inhibition = LYP phosphatase inhibitors, primary screen, biochemical, DiFMUP fluorescence, recombinant catalytic domain, 10 µM (AID 606); recombinant LYP catalytic domain, DiFMUP fluorescence; higher % means a stronger effect; inhibition, % at 10 µM, or IC50 in µM where a hit was titrated; 52,000 tested, under 10 active;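 active = IC50 under 40 µM in the dose-response test; inactive = IC50 of 40 µM or more, or never dose-tested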
# TNAP inhibition = inhibition of tissue-nonspecific alkaline phosphatase – biochemical, luminescent (AID 518); inhibition, % at 20 µM; hits with a dose series show IC50 in µM; 64,000 compounds, 0.09% hits; purified TNAP enzyme, luminescent substrate readout; higher % means a stronger effect; in the data active = a potency from the dose series; inactive = the rest, 99 in 100 with inhibition below about 22%;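 note: plate controls were vehicle for no effect and reference inhibitor for full effect; many of its hits are not listed in these tables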
# Bfl-1 displacement = Bfl-1 inhibitors, primary screen, biochemical, fluorescence polarization, FITC-Bid, mouse (AID 432); displacement, % at 20 µM; hits with a dose series show IC50 in µM; 64,000 compounds, 0.02% hits; FITC-Bid BH3 peptide fluorescence polarization displacement; higher % means a stronger effect; in the data active = a potency from the dose series; inactive = the rest, 99 in 100 with displacement below about 15%; note: strong numbers were not always called active
# Spn DPM-DC inh = S. pneumoniae DPM-DC inhibition; calls only at 10 µM; 65,000 compounds, 0.49% hits; AID 556; purified DPM-DC, PK/LDH coupled NADH fluorescence;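 active = the 320 compounds with the highest percent inhibition in the single-dose primary screen, excluding strongly autofluorescent ones, cut at about 32% in these data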;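 note: kinetic rate of NADH fluorescence loss reporting ADP formed by the decarboxylase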
# HT1080 viability = HT1080 cell viability loss – fluorescence readout (AID 620); HT1080 viability, fluorescence; higher % means a stronger effect; cytotoxicity, % at 10 µM; hits with a dose series show EC50 in µM; 87,000 compounds, 0.42% hits;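 note: cells exposed to compound overnight then 4 h with Alamar Blue; 0% = vehicle DMSO and 100% = killing control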
# MK inhibit = inhibitors of Streptococcus pneumoniae mevalonate kinase; 65,000 compounds, 0.48% hits; AID 555; inhibition, % at 10 µM; purified MK, PK/LDH-coupled NADH absorbance 340 nm;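 active = ranked among the strongest by inhibition in the single 10 µM screen, a fixed top-ranked set picked for dose follow-up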; note: no value below 0 was filed
# PMK inhibit = inhibitors of Streptococcus pneumoniae phosphomevalonate kinase. 65,000 compounds, 0.49% hits. inhibition, % at 10 µM. AID 539. purified PMK, PK/LDH-coupled NADH absorbance 340 nm;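 active = top-ranked compounds by inhibition in the single 10 µM screen, taking a fixed number of the strongest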;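 note: 0% = full reaction with DMSO carrier and 100% = background rate without enzyme reaction; no value below 0 was filed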
# HPDE-C7 viability = cytotoxicity in HPDE-C7 cells, cell-based, fluorescence, HTS (AID 430); HPDE-C7 pancreatic duct cells viability, fluorescence; higher % means a stronger effect; 63,000 compounds, 1.8% hits; one-dose cytotoxicity, % at 10 µM; EC50 in µM for titrated hits;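 note: cells exposed to compound for 48 hours before viability readout; 0% = vehicle and 100% = reference cytotoxic drug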
# HPDE-C7K KRASV12 = cytotoxicity in KRAS-transformed pancreatic duct cells, primary screen, cell-based, fluorescence, HTS (AID 431) | 63,000 compounds, 1.7% hits | cytotoxicity, % at 10 µM; hits with a dose series show EC50 in µM | HPDE-C7K KRASV12 cells, Alamar Blue viability, 48 h; higher % means a stronger effect;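 active = compounds whose percent cytotoxicity in the single-dose primary screen, scaled between solvent and toxic-drug controls, exceeds 50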;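 note: 0% = DMSO solvent wells and 100% = doxorubicin-treated wells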
# PMK inhibit pilot replicates = further read-out of PMK inhibit, marked with its call; inhibition, %; measured here: pilot screen replicates
# MK inhibit pilot replicates = further read-out of MK inhibit, marked with its call; inhibition, %; measured here: pilot screen replicates
# Spn DPM-DC inh pilot screen % = second read-out of Spn DPM-DC inh, no call of its own (marks repeat the call); inhibition, %; measured here: pilot screen trials
# * marks the source's active call; other numbers are inactive results; i = inactive; nt = not tested or not shown. Cut-off read from the data, not from the text of the source, unless noted: active = cytotoxicity above about 50%; inactive = the rest.
SMILES,LYP inhibition,TNAP inhibition,Bfl-1 displacement,Spn DPM-DC inh,HT1080 viability,MK inhibit,PMK inhibit,HPDE-C7 viability,HPDE-C7K KRASV12,others
CCN(CC)S(=O)(=O)c1ccc(C(=O)OCn2nnc3ccccc3c2=O)cc1,-4%,nt,nt,i,-8%,8,12,nt,nt,
O=C(CSc1nc(N2CCCCC2)nc(N2CCCCC2)n1)NC1CCCCC1,1%,7%,-12%,i,-12%,2,9,-7%,-7%,
CC(C)NC(=O)c1cc2c(-c3ccc(Cl)cc3)nn(C)c2s1,-4%,6%,0%,i,-5%,5,9,-3%,5%,
Cc1nc2nc(SCC(=O)NCc3ccco3)nn2c(C)c1Cc1c(F)cccc1Cl,-1%,0%,1%,i,-14%,7,0,11%,4%,
N#Cc1c(/N=C/c2cccs2)sc2c1CCCCC2,5%,17%,2%,i,6%,8,2,8%,16%,PMK inhibit pilot replicates=1.0;MK inhibit pilot replicates=1.0;Spn DPM-DC inh pilot screen %=1.5
CCOC(=O)N1CCN(C(=O)c2oc3ccc(S(=O)(=O)N4CCOCC4)cc3c2C)CC1,5%,11%,-1%,i,10%,10,0,1%,0%,
Cc1cc(NC(=O)CSc2nnc(-c3cccnc3)n2C)no1,-1%,11%,-2%,i,-5%,1,7,-5%,-2%,
CCOC(=O)C1C(=O)CC(C)(O)C(C(=O)OCC)C1c1cccc(OC(F)(F)C(F)F)c1 (stereo not given),18%,7%,4%,i,-8%,4,0,-5%,-4%,
O=C(CSc1ncnc2c1oc1ccccc12)NCC1CCCO1 (stereo not given),2%,nt,nt,i,-4%,10,6,nt,nt,
CC1CN(c2oc(-c3ccco3)nc2C#N)CC(C)O1 (stereo not given),3%,3%,3%,nt,3%,13,7,-20%,-17%,
CCC1(C(=O)OC)NC(c2ccco2)C2C(=O)N(c3ccccc3)C(=O)C21 (stereo not given),3%,7%,-5%,i,0%,13,13,-2%,4%,
CC1=[N+]([O-])C(C)(C)C(C)N(O)C1=O (stereo not given),-4%,14%,0%,i,6%,7,15,-7%,-10%,
CN1CCN(c2nc3c(c(=O)n(C)c(=O)n3C)n2CC(=O)C23CC4CC(CC(C4)C2)C3)CC1,nt,13%,-9%,i,24%,9,10,nt,nt,
CCOC(=O)c1csc(NC(=O)CSc2nnnn2CC)n1,nt,11%,4%,i,-10%,11,6,5%,-2%,
CCc1nnc(NC(=O)CSc2nc3c(cc2C#N)CCC3)s1,3%,2%,0%,i,-1%,0,0,31%,33%,
FC(F)(F)c1nnc2ccc(N3CCOCC3)nn12,-1%,12%,0%,i,nt,5,10,0%,-2%,
Cc1ccc(C)c2[nH]c(=O)c(C(c3nnnn3CCc3ccccc3)N3CCOCC3)cc12 (stereo not given),6%,6%,-3%,i,19%,7,9,-14%,-15%,
O=C(c1cnn(-c2ccccc2)c1-n1cccc1)N1CCN(C2CCCCC2)CC1,11%,10%,-2%,i,5%,8,7,28%,18%,
COc1cc(NC(=O)CN2CC(c3ccccc3)CC2=O)cc(OC)c1 (stereo not given),11%,-2%,0%,i,-2%,8,12,4%,-3%,
CCC(C)NC(=O)C1CCCN(S(=O)(=O)c2ccc(-n3cnnn3)cc2)C1 (stereo not given),7%,12%,12%,i,-4%,0,13,3%,2%,PMK inhibit pilot replicates=1.0;MK inhibit pilot replicates=0.0;Spn DPM-DC inh pilot screen %=0.0
Cc1ccc2c(c1)cc(CN(Cc1cccs1)C(=O)c1ccco1)c1nnnn12,nt,14%,-2%,i,21%,7,12,14%,18%,
CCn1c(Cn2nnc(-c3ccccc3)n2)nnc1SCC(=O)Nc1ccc(C(C)=O)cc1,8%,15%,-6%,i,-9%,14,6,1%,14%,
CC(C)OCCCN1CN(S(=O)(=O)c2ccccc2)c2nc3ccccc3nc21,nt,11%,-1%,i,43%,7,3,-21%,-9%,
Cc1cc(C)c(NC(=O)CSc2nnc(-c3ccncc3)n2Cc2ccco2)c(C)c1,4%,6%,-4%,i,3%,5,5,-23%,-22%,PMK inhibit pilot replicates=0.0;MK inhibit pilot replicates=0.0;Spn DPM-DC inh pilot screen %=0.5
CC(C)(C)C(=O)OCC1OC(n2cnc(C(N)=O)n2)C(O)C1O (stereo not given),nt,17%,-1%,i,1%,6,5,-38%,-20%,PMK inhibit pilot replicates=0.0;MK inhibit pilot replicates=0.0;Spn DPM-DC inh pilot screen %=2.0

# Brought forward from above: two compounds, followed by the next part.
SMILES,LYP inhibition,TNAP inhibition,Bfl-1 displacement,Spn DPM-DC inh,HT1080 viability,MK inhibit,PMK inhibit,HPDE-C7 viability,HPDE-C7K KRASV12,others
Cc1cc(C)c(NC(=O)CSc2nnc(-c3ccncc3)n2Cc2ccco2)c(C)c1,4%,6%,-4%,i,3%,5,5,-23%,-22%,PMK inhibit pilot replicates=0.0;MK inhibit pilot replicates=0.0;Spn DPM-DC inh pilot screen %=0.5
CC(C)(C)C(=O)OCC1OC(n2cnc(C(N)=O)n2)C(O)C1O (stereo not given),nt,17%,-1%,i,1%,6,5,-38%,-20%,PMK inhibit pilot replicates=0.0;MK inhibit pilot replicates=0.0;Spn DPM-DC inh pilot screen %=2.0
CCOC(=O)Cc1c(C)nc2c(-c3cccc(Br)c3)c[nH]n2c1=O,8%,2%,5%,nt,-11%,1,4,17%,36%,
C=CCNC(=O)CN(c1ccc(F)cc1)S(=O)(=O)c1ccc(OC)cc1,9%,4%,3%,i,-3%,3,5,-1%,-5%,
O=C(CCc1ccccc1)Nc1ccc(N2CCOCC2)cc1,nt,3%,4%,i,-11%,0,0,-2%,3%,
O=c1[nH]c2cc3c(cc2cc1C(c1nnnn1C1CCCC1)N1CCCc2ccccc21)OCCO3 (stereo not given),nt,14%,0%,i,-11%,0,5,10%,36%,
COc1ccc2c(c1)[nH]c1c(=O)n(CCN(C)C)cnc12,nt,14%,-1%,i,6%,0,5,-8%,-6%,PMK inhibit pilot replicates=0.0;MK inhibit pilot replicates=0.0;Spn DPM-DC inh pilot screen %=0.0
O=S(=O)(NC1CC1)c1ccc(S(=O)(=O)N2CCCC3(CCCCC3)C2)cc1,nt,0%,-4%,i,5%,0,0,-15%,-16%,
COCCn1c(-c2ccc(-c3ccccc3Cl)o2)nc2c1c(=O)[nH]c(=O)n2CC(C)C,8%,16%,-9%,nt,10%,12,13,4%,1%,
COCCn1nnnc1C(CC(C)C)N1CCN(c2cccc(OC)c2)CC1 (stereo not given),7%,8%,-16%,i,-4%,15,18,-3%,-10%,
COc1ccc(CC(NC(=O)c2ccccc2)C(=O)NCC(=O)O)cc1 (stereo not given),6%,9%,-1%,i,-1%,1,1,-4%,7%,
COCCn1c(N)c(NCc2ccccc2)c(=O)n(CC(=O)Nc2cc(C)ccc2C)c1=O,nt,7%,-5%,i,3%,0,20,-9%,-11%,
COc1ccccc1-n1c(SCC(N)=O)nnc1-c1ccccc1,-8%,10%,1%,i,5%,5,12,-25%,-8%,PMK inhibit pilot replicates=3.0;MK inhibit pilot replicates=2.0;Spn DPM-DC inh pilot screen %=1.5
O=C1c2ccc(-c3nc4ccccc4o3)cc2C(=O)N1Cc1cccnc1,6%,-8%,4%,nt,4%,2,0,-6%,-3%,
CC(=O)NC12CC3CC(C1)CC(C(=O)Nc1nccs1)(C3)C2,3%,4%,-9%,i,-5%,5,8,4%,3%,
O=S1(=O)N=C(Nc2nc3c(s2)CCCC3)c2ccccc21,-2%,10%,2%,i,9%,2,0,-10%,11%,PMK inhibit pilot replicates=0.0;MK inhibit pilot replicates=1.0;Spn DPM-DC inh pilot screen %=0.0
COCCCN1C(=O)C(=O)/C(=C(/O)c2ccc(OC)cc2)C1c1ccc(O)c(OC)c1 (stereo not given),-2%,6%,-3%,i,4%,4,7,-8%,-4%,PMK inhibit pilot replicates=0.0;MK inhibit pilot replicates=0.0;Spn DPM-DC inh pilot screen %=0.0
O=c1[nH]c(CSc2nnc(-c3ccncc3)n2Cc2ccco2)nc2ccccc12,11%,3%,-4%,i,-6%,4,15,-2%,4%,
O=C(c1cc(-c2ccc(Cl)c(Cl)c2)on1)N1CCCCC1,nt,3%,-8%,i,1%,0,15,-20%,-9%,
Cn1c(=O)n(CC(=O)N2CCN(c3nnc(-c4ccccc4)c4ccccc34)CC2)c2ccccc21,16%,nt,nt,i,5%,7,6,nt,nt,
Cc1ccc(CS(=O)(=O)Cc2ccc(C(=O)NCc3ccccn3)o2)cc1,6%,-4%,3%,i,-1%,0,16,-12%,-13%,PMK inhibit pilot replicates=0.0;MK inhibit pilot replicates=0.0;Spn DPM-DC inh pilot screen %=6.0
O=C(CSc1n[nH]c(-c2ccccc2)n1)c1ccccc1,8%,25%,2%,i,6%,8,16,4%,-2%,
COC(=O)n1c(SC)nc2ccccc21,nt,10%,-3%,i,3%,0,19,1%,5%,
CCC(C)(C)n1nnnc1C(c1cc(OC)c(OC)c(OC)c1)N1CCN(c2ccccc2)CC1 (stereo not given),7%,4%,-4%,i,6%,0,10,3%,-2%,
CS(=O)(=O)c1ccc2nc(NC(=O)C3CCCCC3)sc2c1,-2%,2%,3%,i,2%,4,10,-19%,-18%,
CCOC(=O)C1(CCSC)NC(c2ccco2)C2C(=O)N(CC)C(=O)C21 (stereo not given),-1%,3%,1%,i,-2%,7,11,-29%,-21%,
CCOc1ccc(NC(=O)COC(=O)c2cccnc2)cc1,nt,11%,2%,i,4%,7,9,-25%,-15%,
CCOc1ccccc1-c1nc(-c2ccc(C)nc2OC)no1,0%,13%,-7%,i,-1%,10,3,-10%,-3%,PMK inhibit pilot replicates=0.0;MK inhibit pilot replicates=0.5;Spn DPM-DC inh pilot screen %=3.0

# In the list so far, these have a Cl atom:
SMILES,LYP inhibition,TNAP inhibition,Bfl-1 displacement,Spn DPM-DC inh,HT1080 viability,MK inhibit,PMK inhibit,HPDE-C7 viability,HPDE-C7K KRASV12,others
CC(C)NC(=O)c1cc2c(-c3ccc(Cl)cc3)nn(C)c2s1,-4%,6%,0%,i,-5%,5,9,-3%,5%,
Cc1nc2nc(SCC(=O)NCc3ccco3)nn2c(C)c1Cc1c(F)cccc1Cl,-1%,0%,1%,i,-14%,7,0,11%,4%,
COCCn1c(-c2ccc(-c3ccccc3Cl)o2)nc2c1c(=O)[nH]c(=O)n2CC(C)C,8%,16%,-9%,nt,10%,12,13,4%,1%,
O=C(c1cc(-c2ccc(Cl)c(Cl)c2)on1)N1CCCCC1,nt,3%,-8%,i,1%,0,15,-20%,-9%,

# Grouped by structure: the compounds so far with a cyano group (3)
SMILES,LYP inhibition,TNAP inhibition,Bfl-1 displacement,Spn DPM-DC inh,HT1080 viability,MK inhibit,PMK inhibit,HPDE-C7 viability,HPDE-C7K KRASV12,others
N#Cc1c(/N=C/c2cccs2)sc2c1CCCCC2,5%,17%,2%,i,6%,8,2,8%,16%,PMK inhibit pilot replicates=1.0;MK inhibit pilot replicates=1.0;Spn DPM-DC inh pilot screen %=1.5
CC1CN(c2oc(-c3ccco3)nc2C#N)CC(C)O1 (stereo not given),3%,3%,3%,nt,3%,13,7,-20%,-17%,
CCc1nnc(NC(=O)CSc2nc3c(cc2C#N)CCC3)s1,3%,2%,0%,i,-1%,0,0,31%,33%,
